Source: PubChem
TbPYK inhibitor: qHTS of Trypanosoma Brucei Inhibitors | pyruvate kinase (Trypanosoma brucei), Q57TT1 | TbPYK enzyme, Kinase-Glo Plus ATP luminescence, 45 min | Potency, µM (titrated, usually from 76.8 µM), inactives show at the top dose activity, negative = inhibition, most hits filed as inhibitors | 410,000 tested, 0.12% active; note: potency is the fitted concentration of half-maximal effect; nearly all actives have a fitted effect of over 50% in size
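T. brucei PYK with substrate was exposed to pin-transferred compounds across a concentration series, then started with 130 uM ADP (final). After 45 min at room temperature, Kinase-Glo Plus luminescence was read, normalized and curve-fitted.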
AmpC no deterg: qHTS Inhibitors of AmpC Beta-Lactamase (assay without detergent). P00811. AmpC nitrocefin hydrolysis, absorbance 480 nm, 0.0001% Triton. Potency, µM (highest dose often 57.1 µM), for inactives: at the highest dose activity change, negative = inhibition, actives largely listed as inhibitors. 330,000 tested, 0.52% active. AID 485341, 2010;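 note: potency is the fitted concentration of half-maximal effect; plate controls were no compound for no effect and no enzyme for full effect; nearly all actives have a fitted effect of over 20% in size; some results filed as inactive show a strong effect at the top dose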
Target sequence (P00811 whole entry, looked up): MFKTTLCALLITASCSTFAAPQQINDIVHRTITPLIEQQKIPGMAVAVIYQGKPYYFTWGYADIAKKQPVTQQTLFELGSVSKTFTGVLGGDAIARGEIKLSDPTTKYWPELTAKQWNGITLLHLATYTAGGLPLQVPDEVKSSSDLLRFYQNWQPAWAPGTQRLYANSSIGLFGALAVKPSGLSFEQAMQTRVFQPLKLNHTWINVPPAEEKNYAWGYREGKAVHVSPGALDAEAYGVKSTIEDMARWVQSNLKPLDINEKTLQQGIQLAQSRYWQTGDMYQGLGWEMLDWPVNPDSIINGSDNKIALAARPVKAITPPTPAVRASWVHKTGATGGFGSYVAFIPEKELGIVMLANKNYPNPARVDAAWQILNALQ
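20 mM phosphate pH 7.0 + 0.01% (detergent screen) or 0.0001% Triton X-100; 5.3 nM AmpC reagent; cpd preinc 15 min RT; nitrocefin (800 uM stock) to start; A480 q20 s × 4 min; Activity was normalised to no-enzyme and no-compound control wells.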
Sm TGR block: qHTS Assay for the Inhibitors of Schistosoma Mansoni Peroxiredoxins; 360,000 tested, 3% active; Potency, µM (top dose mostly 114 µM), without a hit: at the top dose activity change, negative = inhibition, most hits filed as inhibitors; purified TGR, DTNB reduction, TNB absorbance 405 nm; Schistosoma mansoni thioredoxin glutathione reductase (TGR), Q962Y6; note: potency is the fitted concentration of half-maximal effect; nearly all actives have a fitted effect of over 60% in size
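First, TGR (20 nM dispensed) and NADPH were mixed with compound. Second, a 15 min room-temperature incubation followed. Third, further NADPH and then DTNB were added to start the reaction. Finally, TNB absorbance was monitored kinetically.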
AMA1 RON2 block: qHTS for Inhibitors of AMA1-RON; Towards Development of Antimalarial Drug Lead: Primary Screen; Plasmodium falciparum AMA1 (3D7) - RON2 peptide interaction; AlphaScreen AMA1-biotinylated RON2 peptide binding; Potency, µM (doses to about 58.2 µM), for inactives: top-dose activity change, negative = inhibition, actives largely listed as inhibitors; 360,000 tested, 0.2% active; AID 720542, 2013;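 note: potency is the fitted concentration of half-maximal effect; 0% = vehicle wells and -100% = peptide control; nearly all actives have a fitted effect of over 45% in size; some results filed as inactive show a strong effect at the top dose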
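AMA1 (3D7) with his tag at 25 nM final met compounds first, then biotinylated RON2 peptide at 25 nM; detection used donor plus acceptor beads, 10 µg/mL apiece, read by AlphaScreen after 30 min at room temperature.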
LmPK inh: qHTS Assay for Inhibitors of Leishmania Mexicana Pyruvate Kinase (LmPK). purified LmPK, Kinase-Glo ATP luminescence, 1 h. Potency, µM (series often up to 57.5 µM), for inactives: at the highest dose activity change, negative = inhibition, usual class: inhibitors. 290,000 tested, 0.37% active. AID 1721, 2009; note: potency is the fitted concentration of half-maximal effect
Target sequence (Q27686 whole entry, looked up): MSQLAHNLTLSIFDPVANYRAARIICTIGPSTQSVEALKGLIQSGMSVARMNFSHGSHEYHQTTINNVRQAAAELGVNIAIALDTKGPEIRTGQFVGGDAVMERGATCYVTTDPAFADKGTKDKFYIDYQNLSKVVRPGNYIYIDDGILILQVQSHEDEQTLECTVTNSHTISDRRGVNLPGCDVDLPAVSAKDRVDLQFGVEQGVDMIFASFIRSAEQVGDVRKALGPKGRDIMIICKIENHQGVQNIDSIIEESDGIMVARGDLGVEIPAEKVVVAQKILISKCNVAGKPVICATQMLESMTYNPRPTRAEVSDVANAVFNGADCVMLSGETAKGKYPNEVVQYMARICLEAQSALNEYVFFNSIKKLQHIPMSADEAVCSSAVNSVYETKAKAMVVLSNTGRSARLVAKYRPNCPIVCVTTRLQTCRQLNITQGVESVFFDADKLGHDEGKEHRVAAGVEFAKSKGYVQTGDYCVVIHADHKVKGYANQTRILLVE
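In 50 mM imidazole pH 7.2 with 7 mM MgCl2, LmPK (0.1 nM) turned over PEP (0.5 mM) and ADP (0.1 mM) for 1 h at room temperature. Luciferase read-out of ATP.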
AmpC detergent: qHTS Inhibitors of AmpC Beta-Lactamase (assay with detergent); P00811; AmpC hydrolysis of nitrocefin, absorbance 480 nm, 0.01% Triton; AID 485294, 2010; Potency, µM (series often up to 114 µM), inactives show at the top dose activity change, negative = inhibition, usual class: inhibitors; 370,000 tested, 0.041% active;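 note: potency is the fitted concentration of half-maximal effect; 0% = no-compound wells and -100% = no-enzyme wells; nearly all actives have a fitted effect of over 25% in size; some results filed as inactive show a strong effect at the top dose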
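20 mM phosphate pH 7.0 + 0.01% (detergent screen) or 0.0001% Triton X-100; 5.3 nM AmpC reagent; cpd preinc 15 min RT; nitrocefin (800 uM stock) to start; A480 q20 s × 4 min; Activity was normalised to no-enzyme and no-compound control wells.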
HCMV antiviral: qHTS Assay for inhibitors of the human cytomegalovirus (HCMV). HFF cells, HCMV-luciferase reporter, 72 h; hits give low values. 410,000 tested, 4.5% active. activity change, negative = inhibition, % at 57.5 µM; in the data active = activity change below about -60%; inconclusive = no clear call, values can overlap the other calls; inactive = above about -39%
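Inhibition of viral replication was scored as loss of reporter luminescence in HFFs infected with HCMV-luciferase (MOI 1 PFU/cell) for 72 h; compounds tested at 2 doses, normalized to buffer and Salinomycin controls.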
Starred values were filed as active, the others as inactive; u = inconclusive; x = no result given; & = joins results of further samples; [ ] = another dose, or the depositor's remark. Unless noted, calls come from the whole dose curve; as a rule, active = well fitted curve in the direction sought with a large enough effect; inconclusive = small, poorly fitted or top-dose-only effect, or another doubt; inactive = no such curve, though single readings can be large; an effect the other way counts as inactive or inconclusive. Unless noted, % is set by controls: 0 for no effect and ±100 for the full control effect.

[1] Cc1nn(-c2ccc(Cl)cc2)c(NC(=O)C(C)C)c(-c2ccccc2)c1=O
[2] CCc1nc2c(OCc3ccc(C(=O)N(C)C)cc3)cccn2c1N(C=O)Cc1ccccc1
[3] COc1ccc2ncn(-c3ccccc3)c2c1
[4] CN(Cc1ccc(F)cc1Cl)S(=O)(=O)c1cccs1
[5] O=C1CCN(Cc2ccccc2)CCN1[C@H](CSc1ccccc1)Cc1ccccc1
Screen / compound no.,1,2,3,4,5
TbPYK inhibitor,-3%,-7%,4%,1%,4%
AmpC no deterg,-12%,x,-5%,-26%,61%[activator]
Sm TGR block,7%,x,4%,11%,-3%
AMA1 RON2 block,-3%,-3%,-4%,-9%,-3%
LmPK inh,8%,x,0%,-1%,3%
AmpC detergent,0%,x,-2%,-2%,u
HCMV antiviral,-16,-18,u,-4,-24

[6] O=C1CSC(c2ccccc2F)N1CCN1CCCCC1 (centres undefined)
[7] CCc1ccc(/C=N/Nc2ncnc3nc[nH]c23)cc1
[8] COc1ccc(NCc2ccc([N+](=O)[O-])s2)c(OC)c1
[9] COc1ccc(CNC(=O)c2cc3c(=O)oc4ccc(C)cc4c3s2)c(OC)c1
[10] CC(=O)N1CCC(=NNc2nc3ccccc3s2)CC1
Screen / compound no.,6,7,8,9,10
TbPYK inhibitor,-9%,0%,-20%,-4%,4%
AmpC no deterg,-7%,-29%,-19%,x,-24%
Sm TGR block,6%,-1%,u,10%,9%
AMA1 RON2 block,-2%,85%[activator],u,x,42%[activator]
LmPK inh,4%,-27%,0%,x,-12%
AmpC detergent,-12%,3%,-6%,13%,4%
HCMV antiviral,1,36,85,7,69

[11] COc1ccc(NC(=S)NCCSc2ccc(C)cc2)c(OC)c1
[12] O=C(NC1CCCCCC1)C1CCN(c2nc3ccccc3o2)CC1
[13] CCOC(=O)CC1C(=O)NCCN1S(=O)(=O)c1ccc(Cl)cc1Cl (centres undefined)
[14] CCOc1ccccc1NC(=O)C1CCCN1S(=O)(=O)c1ccc2c(c1)C(C)(C)C(=O)N2C (centres undefined)
[15] Cc1ccc(NC(=O)CSc2ncccn2)c([N+](=O)[O-])c1
Screen / compound no.,11,12,13,14,15
TbPYK inhibitor,-4%,-2%,-4%,-3%,7%
AmpC no deterg,x,6%,4%,x,-11%
Sm TGR block,x,3%,2%,-3%,-5%
AMA1 RON2 block,23%,-4%,-4%,x,10%
LmPK inh,x,-3%,3%,x,0%
AmpC detergent,x,-7%,-3%,-12%,-14%
HCMV antiviral,-29,-74*,35,-4&18,29

[16] CCOC(=O)c1nc(C)nc(Sc2n[nH]c(-c3cc(Cl)cc(Cl)c3)n2)c1C
[17] Cc1ccc2c(=O)cc(CSc3nnc(-c4ccccc4)n3C)[nH]c2c1C
[18] CC(C)(C)NC(=O)NC(=O)CN1CCN(c2ncc(C(F)(F)F)cc2Cl)CC1
[19] CCOC(=O)N1CCN=C1SCc1ccc(C(F)(F)F)cc1
[20] Cc1ccc(C)c(NC(=O)CCN2CCCCC2)c1
Screen / compound no.,16,17,18,19,20
TbPYK inhibitor,-8%,0%,-30%,1%,-8%
AmpC no deterg,80%[activator],x,-1%,178%[activator],-19%
Sm TGR block,9%,-5%,6%,0%,5%
AMA1 RON2 block,3%,x,-27%,39%[activator],11%
LmPK inh,0%,x,-16%,-1%,4%
AmpC detergent,-7%,17%,7%,u,-14%
HCMV antiviral,6,1,-32,21,7

[21] Cc1ccc(C(=O)OCC(=O)N2CCC(c3ccccc3)=N2)c(C)c1
[22] CC1CCN(c2nc3c(=O)[nH]c(N)nc3n2[C@@H]2O[C@H](CO)[C@@H](O)[C@H]2O)CC1
[23] CC(=O)N(c1nnc(-c2cccc(C)c2)s1)C1CCCC1
[24] COCCN(C(=O)COC(=O)c1cc2ccccc2cc1OC)c1c(N)n(Cc2ccccc2)c(=O)[nH]c1=O
[25] CC1=C(n2nnc([N+](=O)[O-])n2)C(c2cccnc2)C(C#N)=C(N)O1 (centres undefined)
Screen / compound no.,21,22,23,24,25
TbPYK inhibitor,1%,4%,4%,-8%,1%
AmpC no deterg,41%,-2%,14%,186%[activator],-22%
Sm TGR block,-8%,7%,10%,-1%,u
AMA1 RON2 block,0%,6%,0%,11%,0%
LmPK inh,x,1%,-1%,x,-1%
AmpC detergent,-7%,2%,-4%,u,-11%
HCMV antiviral,-18,-4,86,-31,25

[26] Cc1ccc(NC(=O)c2cnn3c(C(F)F)cc(-c4ccccc4)nc23)c(C)c1
[27] CC1(c2ccc3ccccc3c2)NC(=O)N(CC(=O)NCC(C)(C)N2CCOCC2)C1=O (centres undefined)
[28] CCOc1ccc(C(=O)C[n+]2ccc(C(=O)NCc3ccccc3)cc2)cc1
[29] CC(C)C(NS(=O)(=O)c1ccc2c(c1)oc(=O)n2C)C(=O)NCc1ccccc1 (centres undefined)
[30] COc1ccc(CN(C)C(=O)Cn2cnc3c(NCc4ccccc4)ncnc32)cc1OC
Screen / compound no.,26,27,28,29,30
TbPYK inhibitor,1%,-3%,5%,-3%,1%
AmpC no deterg,x,-9%,12%,x,49%
Sm TGR block,64%[activator],6%,x,-2%,x
AMA1 RON2 block,x,1%,18%,x,19%
LmPK inh,x,x,0%,x,x
AmpC detergent,18%,u,-7%,u,x
HCMV antiviral,-34,16,-26,-3,u

[31] CC1(C(=O)NC(=S)N(Cc2ccccc2)c2ccccn2)CC1(Cl)Cl (centres undefined)
[32] COc1ccc(CCNC(=O)C2CCN(S(=O)(=O)c3cccc4nonc34)CC2)cc1OC
[33] CCc1nc(Nc2ccc3nccnc3c2)c2oc3ccccc3c2n1
[34] CCNC(=S)N(CCc1cccc(C)c1)Cc1cc2cc(OC)c(OC)cc2[nH]c1=O
[35] CC(OC(=O)C(C)N1C(=O)C2C3C=CC(C4CC34)C2C1=O)C(=O)c1ccccc1 (centres undefined)
Screen / compound no.,31,32,33,34,35
TbPYK inhibitor,4%,-6%,-2%,-18%,-2%
AmpC no deterg,-17%,-5%,-26%,134%[activator],3%
Sm TGR block,6%,0%,9%,2%,-2%
AMA1 RON2 block,-13%,18%,-22%,8%[11.6 µM],-4%
LmPK inh,0%,2%,2%,-2%,3%
AmpC detergent,5%,-4%,2%,u,u
HCMV antiviral,-30,-15,30,-20,0

[36] Cc1ccc(NC2CCCN(C(=O)CSc3ccccn3)C2)cc1C (centres undefined)
[37] COc1cc(NC(=O)CN(C)S(=O)(=O)c2ccc3c(c2)CCCC(=O)N3)cc(OC)c1OC
[38] CCOc1ccc(C(=O)NCC(c2ccc3c(c2)OCO3)N2CCOCC2)cc1 (centres undefined)
[39] COc1ccc(S(=O)(=O)N(C)CC(=O)N2CCCC2)cc1OC
[40] O=[N+]([O-])c1ccc2c(c1)C=C1CCCCC1(N1CCCC1)O2 (centres undefined)
Screen / compound no.,36,37,38,39,40
TbPYK inhibitor,-16%,-2%,-3%,2%,-7%
AmpC no deterg,33%,x,x,-3%,-26%
Sm TGR block,-8%,-10%,0%,3%,1%
AMA1 RON2 block,-8%,x,x,4%,-15%
LmPK inh,-10%,x,x,0%,-2%
AmpC detergent,-17%,-3%,2%,-3%,1%
HCMV antiviral,-1,-1,-10,2,4

Profiles, looked up by structure.
Shown for O=[N+]([O-])c1ccc2c(c1)C=C1CCCCC1(N1CCCC1)O2 (centres undefined) → TbPYK inhibitor: -7%; AmpC no deterg: -26%; Sm TGR block: 1%; AMA1 RON2 block: -15%; LmPK inh: -2%; AmpC detergent: 1%; HCMV antiviral: 4
Shown for COc1ccc(S(=O)(=O)N(C)CC(=O)N2CCCC2)cc1OC → TbPYK inhibitor: 2%; AmpC no deterg: -3%; Sm TGR block: 3%; AMA1 RON2 block: 4%; LmPK inh: 0%; AmpC detergent: -3%; HCMV antiviral: 2
Shown for COc1cc(NC(=O)CN(C)S(=O)(=O)c2ccc3c(c2)CCCC(=O)N3)cc(OC)c1OC → TbPYK inhibitor: -2%; AmpC no deterg: x; Sm TGR block: -10%; AMA1 RON2 block: x; LmPK inh: x; AmpC detergent: -3%; HCMV antiviral: -1

(cont.)
[41] Clc1ccc(CONc2ncnc3nonc23)c(Cl)c1
[42] CSc1nnc2c(n1)c(C)nn2-c1cccc(C)c1
[43] Cc1ccc(Cn2ccc(NC(=O)C3C4CCC(C4)C3C(=O)O)n2)cc1 (centres undefined)
[44] CCN=C1S/C(=C\c2cn(CC)c3ccccc23)C(=O)N1CC
[45] CCC(C)NC(=O)CCSCCC(=O)NC(C)CC (centres undefined)
Screen / compound no.,41,42,43,44,45
TbPYK inhibitor,7%,-1%,-2%,0%,-4%
AmpC no deterg,-29%,-42%,2%,37%,-14%
Sm TGR block,-1%,-1%,5%,-14%,-1%
AMA1 RON2 block,-17%,-30%,-3%,u,-14%
LmPK inh,2%,5%,1%,-2%,0%
AmpC detergent,-12%,u,0%,u,1%
HCMV antiviral,-32,42,14,58,16

[46] O=C(Nc1ccccn1)NC(C(F)(F)F)C(F)(F)F
[47] CC(=O)N(C)C1=Nc2ccc(Cl)cc2C(c2ccccc2)=[N+]([O-])C1
[48] COc1cc(CNCCc2c[nH]c3ccccc23)cc(OC)c1OC
[49] CCOC(=O)CCCC(=O)Nc1ncnc2c1C(c1ccccc1)c1c(ccc3ccccc13)O2 (centres undefined)
[50] CC(=O)c1ccc2c(c1)OCCOCCOCCO2
[51] CCOC(=O)C1CCCN(C(=O)C2CCN(S(=O)(=O)c3c(C)noc3/C=C/c3ccc(C)cc3)CC2)C1 (centres undefined)
[52] COc1ccc(-n2c(=O)c3sc4ccccc4c3n(C)c2=O)cc1
[53] CCCN(CCC)CCCNC(=O)c1cn(CC)c2ccc(S(=O)(=O)N3CCOCC3)cc2c1=O
Screen / compound no.,46,47,48,49,50,51,52,53
TbPYK inhibitor,1%,1%,-6%,-2%,-13%,-4%,4%,0%
AmpC no deterg,-8%,x,x,13%,30%,x,x,15%
Sm TGR block,2%,x,x,x,-22%,1%,2%,-9%
AMA1 RON2 block,13%,-2%,-11%,x,-3%,x,x,1%
LmPK inh,0%,x,x,x,5%,x,x,0%
AmpC detergent,-8%,x,x,x,-2%,22%,-4%,4%
HCMV antiviral,37,-31,4,-7,28,12,-6,-38
